High-throughput results as filed in PubChem.
TrxR1 substrate – qHTS Assay for Substrates of Mammalian Selenoprotein Thioredoxin Reductase 1 (TrxR1): qHTS; AID 588456, 2011; Thioredoxin reductase 1, cytoplasmic (Rattus norvegicus), O89049; Potency, µM (top dose mostly 114 µM), for the others: at the top dose activity change, negative = substrate turnover; actives 0.01% (n = 390,000); purified TrxR1 substrate turnover, NADPH consumption readout; further: potency means the concentration at half of the fitted maximal effect; on the % scale 0 is the no-effect control and ±100 the full control effect; nearly all actives have a fitted effect of over 50% in size
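Rat TrxR1, dispensed at 90 nM, was prereduced with 400 uM NADPH (final) for 5 min at ~22 deg C, then incubated with compound 15 min before 400 uM selenite. A first-read NADPH fluorescence drop versus no-compound background flagged substrates.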
USP1 inh – Inhibitors of USP1/UAF1: Primary Screen; Ubiquitin carboxyl-terminal hydrolase 1 (Homo sapiens), O94782; recombinant USP1/UAF1, Ub-Rhodamine cleavage fluorescence; Potency, µM (doses to about 57.1 µM), inactives show at the top dose activity change, negative = inhibition, actives largely listed as inhibitors; actives 0.23% (n = 390,000); AID 743255, 2014; further: potency means the concentration at half of the fitted maximal effect; on the % scale 0 is the no-effect control and ±100 the full control effect; nearly all actives have a fitted effect of over 60% in size; inactives centre near -12
Target sequence (O94782 whole entry, looked up): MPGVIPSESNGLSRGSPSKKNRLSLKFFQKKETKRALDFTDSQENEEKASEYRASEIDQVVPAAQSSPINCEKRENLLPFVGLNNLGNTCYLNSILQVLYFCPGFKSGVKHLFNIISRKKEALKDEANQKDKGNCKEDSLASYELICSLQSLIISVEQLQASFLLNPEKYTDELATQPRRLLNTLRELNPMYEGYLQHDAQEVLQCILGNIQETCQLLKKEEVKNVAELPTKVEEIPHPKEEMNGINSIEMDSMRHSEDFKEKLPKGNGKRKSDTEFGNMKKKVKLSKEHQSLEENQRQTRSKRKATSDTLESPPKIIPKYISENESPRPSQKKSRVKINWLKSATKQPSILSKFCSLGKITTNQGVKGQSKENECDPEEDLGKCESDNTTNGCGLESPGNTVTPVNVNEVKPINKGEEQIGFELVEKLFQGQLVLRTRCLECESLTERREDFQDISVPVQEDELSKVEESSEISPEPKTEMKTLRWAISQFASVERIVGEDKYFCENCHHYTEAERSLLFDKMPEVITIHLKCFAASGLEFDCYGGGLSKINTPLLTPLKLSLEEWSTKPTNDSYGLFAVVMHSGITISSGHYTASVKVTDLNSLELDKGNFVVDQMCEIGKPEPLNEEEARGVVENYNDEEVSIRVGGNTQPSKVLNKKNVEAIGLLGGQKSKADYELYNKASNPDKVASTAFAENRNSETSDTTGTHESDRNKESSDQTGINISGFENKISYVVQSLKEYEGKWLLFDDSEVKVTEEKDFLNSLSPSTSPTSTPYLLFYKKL
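USP1/UAF1 complex at 1 nM was preincubated with compound for 15 min at room temperature, then Ub-Rho substrate (150nM final) was added. Fluorescence (480/540 nm) was read kinetically, 6 reads every 60 seconds.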
IDH1 R132H inh – qHTS for Inhibitors of mutant isocitrate dehydrogenase 1 (IDH1): qHTS; Isocitrate dehydrogenase [NADP] cytoplasmic (Homo sapiens), O75874; IDH1-R132H enzyme, NADPH consumption, diaphorase/resazurin fluorescence; Potency, µM (highest dose often 76.6 µM), for inactives: at the top dose activity change, negative = inhibition, actives largely listed as inhibitors; actives 0.093% (n = 390,000); further: potency means the concentration at half of the fitted maximal effect; on the % scale 0 is the no-effect control and ±100 the full control effect; nearly all actives have a fitted effect of over 65% in size
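IDH1-R132H (0.5 ug/mL) preincubated 30 min with compound, then NADPH (0.016 mM) and alpha-KG (2 mM) added; 80 min at RT, pH 7.5. Remaining NADPH coupled via diaphorase/resazurin to fluorescence (540/590 nm); concentration-response curves normalized to no-enzyme control.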
TrxR1 inh – qHTS Assay for Inhibitors of Mammalian Selenoprotein Thioredoxin Reductase 1 (TrxR1): qHTS | Potency, µM (titrated, usually from 114 µM), inactives show top-dose activity change, negative = inhibition, most hits filed as inhibitors | recombinant rTrxR1, NADPH fluorescence consumption, selenite substrate | actives 1% (n = 390,000); further: potency means the concentration at half of the fitted maximal effect; on the % scale 0 is the no-effect control and ±100 the full control effect; nearly all actives have a fitted effect of over 65% in size
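Rat TrxR1 (90 nM in the dispensed reagent) was pre-reduced with 400 uM NADPH for 5 min at room temperature, then incubated with compound for 15 min. After 400 uM selenite was added, NADPH fluorescence (Ex 340/Em 450 nm) was followed for 8 min.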
RGS4 inh – Inhibitors of Regulator of G Protein Signaling (RGS) 4: qHTS. Transcreener GDP fluorescence polarization, RGS4-accelerated GTP hydrolysis. Regulator of G-protein signaling 4 (Homo sapiens), P49798. actives 0.039% (n = 390,000). Potency, µM (titrated, usually from 114 µM), without a hit: top-dose activity change, negative = inhibition, hits mostly inhibitors; further: potency means the concentration at half of the fitted maximal effect; on the % scale 0 is the no-effect control and ±100 the full control effect; nearly all actives have a fitted effect of over 75% in size; some results filed as inactive show a strong effect at the top dose
Target sequence (P49798 whole entry, looked up): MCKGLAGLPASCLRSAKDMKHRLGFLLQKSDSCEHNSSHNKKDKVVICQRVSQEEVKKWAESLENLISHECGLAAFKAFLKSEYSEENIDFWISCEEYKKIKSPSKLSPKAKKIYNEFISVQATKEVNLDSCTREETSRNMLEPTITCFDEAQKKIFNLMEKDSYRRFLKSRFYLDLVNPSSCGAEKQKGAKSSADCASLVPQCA
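MLSMR compounds (23 nl, pin-transferred) preincubated 10 min at room temperature with a 500nM (2x) first reagent, then RGS4 at 900nM (2x) plus Transcreener GDP mix added; fluorescence polarization (620/688 nm) read before and after 90 min at 30 °C.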
Vif-A3F inh – qHTS for Inhibitors of Vif-A3F Interactions: qHTS | HeLa A3F-eYFP + Vif (tagged APOBEC3F with the HIV-1 protein that degrades it), YFP fluorescence increase | Potency, µM (titrated, usually from 46.1 µM), without a hit: at the top dose activity, negative = active | actives 0.2% (n = 390,000); further: potency means the concentration at half of the fitted maximal effect; % of control where 0% means no effect; nearly all actives have a fitted effect of over 65% in size
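HeLa cells stably expressing A3F-eYFP plus Vif, plated and incubated overnight at 37 deg C, then exposed to compounds overnight at 37 deg C. Blocked degradation read as raised yellow fluorescence (Ex 488/Em 500-530).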
Vif-A3G inh – qHTS for Inhibitors of Vif-A3G Interactions: qHTS | AID 602310, 2012 | DNA dC->dU-editing enzyme APOBEC-3G (Homo sapiens), Q9HC16 | actives 0.076% (n = 410,000) | HeLa A3G-eYFP + Vif (tagged APOBEC3G with the HIV-1 protein that degrades it), YFP fluorescence, overnight | Potency, µM (doses to about 46.1 µM), inactives show at the highest dose activity, negative = active, actives largely listed as inhibitors;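 further: potency means the concentration at half of the fitted maximal effect; on the % scale 0 is the no-effect control and ±100 the full control effect; nearly all actives have a fitted effect of over 60% in size; hits raise eYFP signal because A3G escapes Vif-driven loss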
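Read-out is eYFP fluorescence (Ex 488/Em 500-530) from Vif-expressing HeLa A3G-eYFP cells; more signal means A3G escaped Vif-mediated degradation. Cells plated overnight, compound pinned in, incubated overnight at 37 deg C.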
Glioma ERSR ind – qHTS for Inducers of the Endoplasmic Reticulum Stress Response (ERSR) in Human Glioma: qHTS; U87-MG GRP78 promoter luciferase reporter, 16 h; Potency, µM, for inactives: at the highest dose activation, most hits filed as activators; actives 0.02% (n = 420,000); further: potency means the concentration at half of the fitted maximal effect; series mostly up to about 76 µM; % of control where 0% means no effect; nearly all actives have a fitted effect of over 35% in size
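Stably transfected U87-MG human glioma cells carrying a GRP78-based luminescent sensor were seeded at 1000 cells/well, pin-dosed with compounds and incubated 16 h. Luciferase reagent was then added, and end-point luminescence was read after 10 min at room temperature.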
LDHA block – qHTS assay for inhibitors of human lactate dehydrogenase | L-lactate dehydrogenase A chain (Homo sapiens), P00338 | purified LDHA, NADH/diaphorase-resazurin fluorescence; active compounds read low | activity change, % (values are at about 110 or 230 µM) | actives 0.15% (n = 480,000) | AID 1347041, 2019; in the data active means activity change below about -30%; inconclusive means mostly about -25% to -30%;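 further: plate controls were DMSO wells for no effect and wells without enzyme for full effect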
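Human LDH5 at 2 nM final in Tris HCl pH 7.4 with 0.06 mM NADH and 0.2 mM pyruvate, reacted 5 minutes at room temperature. Remaining NADH coupled via diaphorase/resazurin; resorufin fluorescence read at 0 and 20 minutes, normalized to enzyme-free and DMSO wells.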
The depositor's hits bear a star; u = inconclusive; x = not tested or not shown; & = joins results of further samples; [ ] = another dose, or the depositor's remark. Unless noted, the call rests on the fitted dose curve; in most records, active means well fitted curve in the direction sought with a large enough effect; inconclusive means small, poorly fitted or top-dose-only effect, or another doubt; inactive means no such curve, though single readings can be large; an effect the other way counts as inactive or inconclusive. This is a subset; rates above refer to the full screens.

SMILES | TrxR1 substrate | USP1 inh | IDH1 R132H inh | TrxR1 inh | RGS4 inh | Vif-A3F inh | Vif-A3G inh | Glioma ERSR ind | LDHA block
CCC(C)(C)NC(=O)C(c1ccncc1)N(C(=O)c1sc(C)nc1C)c1ccc(C)cc1 (stereo not given) | 0% | -23% | -9% | 8% | -1% | 3% | 0% | -4% | -2
N#CC1=C(N)OC2=C(C(=O)CCC2)C12CCC1(CC2)OCCO1 | -2% | -11% | -2% | u | 5% | 2% | 0% | -6% | 5
Cc1n(Cc2ccccc2)c2cc([N+](=O)[O-])ccc2[n+]1Cc1ccccc1 | 4% | -16% | 0% | 23%[2.29 µM] | 16% | 0% | 2% | -4% | -4
O=C(Nc1ccc(Cl)c(C(F)(F)F)c1)[C@@H]1CC=C[C@@H]2CCN(Cc3ccccc3)C(=O)[C@@H]21 | -1%&-1% | -13% | 19% | 10%[57.1 µM] | -2% | 1% | 3%&0% | -6%&-5% | 0
Cc1cc(C(=O)NCCCN2CC(C)CC(C)C2)n(-c2ccccc2)n1 (stereo not given) | 3% | u | -15% | 7% | 12% | 1% | 2% | 1% | -13
O=c1cc(N2CCOCC2)[nH]c(=O)n1Cc1ccc(F)cc1 | 7%[57.1 µM] | -8% | -1% | u | -21% | 2% | 5% | -2% | -4
C/C(=N\Nc1ccc(Cl)c(C(=O)O)c1)c1ccc2c(c1)OCO2 | -9% | -18% | 10% | -2%[57.1 µM] | -10% | -6% | 1% | 3% | 9
CC(=O)c1noc(C)c1C(=O)Nc1nccs1 | 5% | -21% | -1% | 5% | 6% | -4% | -4% | 0% | -11
COc1cc(/C=C/C(=O)NC(C)CCc2ccccc2)cc(OC)c1OC (stereo not given) | 9% | -14% | 9% | -11% | 23% | -1% | 1% | 12% | -6
CC1(c2ccccc2)CC(C)(C)N2C(=O)/C(=C3\SC(=S)NC3=O)c3cccc1c32 (stereo not given) | 2% | -11% | 2% | -5% | -38% | 1% | -1% | -1% | -3
COc1cccc(CCc2nnc(CCC(=O)N(C)C3CC(C)(C)NC(C)(C)C3)o2)c1 | -2%[57.1 µM] | -8% | -8% | 11%[57.1 µM] | -5%[56.9 µM] | -1% | 5% | -6% | 0
O=C(NC(=S)NCC1CCCO1)c1ccc([N+](=O)[O-])cc1 (stereo not given) | -15% | -21% | -4% | -22% | -36% | -3% | 0% | 3% | -3
O=C(NCN1C(=O)C2C3C=CC(C3)C2C1=O)Nc1nccs1 (stereo not given) | 19%[57.1 µM] | 4% | 0% | 25%[57.1 µM] | -19% | -1% | 2% | 2% | -2
CN(C)c1nc(-c2ccccc2)cc(C(F)(F)F)c1C#N | 63%[activator] | -26% | 6% | 88%[activator] | -17% | x | -7% | -4% | 3
CCN(CC(=O)NC1CCS(=O)(=O)C1)c1nc(-c2ccccc2)nc2ccccc12 (stereo not given) | 6%[57.1 µM] | 0% | -1% | 9%[57.1 µM] | 38% | 5% | -7% | 17% | -4
COC(=O)C(C)NC(=O)C1CCCN1S(=O)(=O)c1cc(C)c(Cl)cc1C (stereo not given) | -4% | -13% | 2% | -3% | -5% | 4% | -4% | -3% | -4
COc1ccc(NC(=O)c2cnc(C)cn2)cc1-n1cnnn1 | -2% | -16% | 1% | 1% | -30% | -2% | 0% | -4% | -5
COc1ccc(OC)c(C2C(C(C)=O)=C(O)C(=O)N2Cc2cccnc2)c1 (stereo not given) | -6% | 4% | 6% | -20% | 7% | -2% | 0% | -2% | 7
Cc1ccc(CCN2C(Nc3ccccc3)=NC[C@@H]2C)cc1 | 11%[57.1 µM] | u | -12% | 19%[57.1 µM] | 2% | -5% | 6% | -2% | 1
CCN(Cc1nc2cc(Cl)ccc2c(=O)[nH]1)C(=O)c1ccc(C)c(NC(=O)c2ccco2)c1 | 11% | -8% | 4% | u | -8% | -18% | 0% | -4% | 0
COc1ccc(-c2nc3ncccn3c2Nc2ccc3c(c2)OCCO3)cc1 | 12%[57.1 µM] | -13% | -3% | 1%[2.29 µM] | -4% | -7% | -2% | -4% | -1&0
COC(=O)C1C(=O)C2=C(CC1C)NC(C)=C(C(=O)OCCOc1ccccc1)C2c1ccc(C)o1 (stereo not given) | -4%[57.1 µM] | -11% | 1% | 12%[57.1 µM] | -8%[11.4 µM] | 4% | 0% | -6% | 0
Cc1cccc(N(CC(=O)N2CCc3ccccc3C2)S(C)(=O)=O)c1C | 1% | -15% | 2% | 14% | -9% | 1% | 0% | -7% | 0
O=[N+]([O-])c1ccc(CSc2ccc(-c3ccccn3)nn2)cc1 | -15% | -9% | -10% | -14% | 6% | 10% | 1% | -3% | -10
COc1ccc(Cl)cc1NC(=O)C1CSC(c2ccncc2)=N1 (stereo not given) | 4%[57.1 µM] | -4% | -5% | 16%[57.1 µM] | u | -5% | 2% | -4% | -6
Cc1ccc(N2C(=O)C3N=NN(CC(=O)N4N=C(c5cccc6ccccc56)CC4c4ccccc4)C3C2=O)cc1 (stereo not given) | 46%[activator] | -8% | -2% | 10% | -35% | -1% | 0% | -3% | -7
O=C(Cc1ccc(Cl)cc1)Nc1ccccc1C(=O)Nc1ccc(C(=O)O)cc1 | 3% | -20% | 6% | 10% | -26% | 0% | 0% | -4% | -9
C=CCC(CC(O)COCCC)C(=O)NNC(=S)Nc1ccccc1 (stereo not given) | -4% | -12% | -6% | -8% | 28% | u | -1% | -1% | -9
O=C1CC(c2ccccc2)Oc2cc(O)cc(O)c21 (stereo not given) | -5% | -11% | -16% | 2% | 14% | 2% | -3% | 4% | -3
C[C@@H]1CN([C@H](C)CO)S(=O)(=O)c2ccc(Br)cc2O[C@@H]1CN(C)C(=O)Nc1ccc(C(F)(F)F)cc1 | x | -20% | -8% | x | x | -13% | -8% | 1% | 2

One compound at a time, as listed above.
`C[C@@H]1CN([C@H](C)CO)S(=O)(=O)c2ccc(Br)cc2O[C@@H]1CN(C)C(=O)Nc1ccc(C(F)(F)F)cc1` is listed with TrxR1 substrate: x; USP1 inh: -20%; IDH1 R132H inh: -8%; TrxR1 inh: x; RGS4 inh: x; Vif-A3F inh: -13%; Vif-A3G inh: -8%; Glioma ERSR ind: 1%; LDHA block: 2
`O=C1CC(c2ccccc2)Oc2cc(O)cc(O)c21` (stereo not given) is listed with TrxR1 substrate: -5%; USP1 inh: -11%; IDH1 R132H inh: -16%; TrxR1 inh: 2%; RGS4 inh: 14%; Vif-A3F inh: 2%; Vif-A3G inh: -3%; Glioma ERSR ind: 4%; LDHA block: -3

(list continues)
SMILES | TrxR1 substrate | USP1 inh | IDH1 R132H inh | TrxR1 inh | RGS4 inh | Vif-A3F inh | Vif-A3G inh | Glioma ERSR ind | LDHA block
CCc1nc(SCc2ccc(Cl)cc2)n[nH]1 | -4% | -13% | 20% | -11% | 5%[11.4 µM] | -1% | 0% | 5% | -5
CCn1c(=O)c(=O)n(CC)c2cc(N3CCCCC3)c(NC(=O)c3ccc(Cl)cc3)cc21 | -4% | -19% | -5% | 3% | -15% | 1% | 6% | 0% | 1&7
Cc1ccc(S(=O)(=O)Cc2cc(-c3ccc(Cl)cc3)no2)cc1 | -5% | -6% | -1% | 6% | 9% | 4% | 1% | -4% | -2
Cc1ccc2c(c1)C1C[N+](C)(CC(=O)Nc3ccccc3Cl)CCC1N2C(=O)c1ccccc1Cl (stereo not given) | 4% | -20% | -3% | -12% | -12% | 7% | -1% | 0% | -3
O=C(COC(=O)C1CCN(S(=O)(=O)c2ccc3c(c2)OCCO3)CC1)Nc1ccccc1OC(F)F | -8% | -21% | 3% | 3% | -4% | 9% | -4% | -2% | -7
O=C(Nc1ccccc1Cl)c1cccc(NC(=O)C2C3CC4OC(=O)C2C4C3)c1 (stereo not given) | 2% | -18% | 5% | 14% | -11% | -2% | -4% | 3% | -13
CC(C)(CO)CN1CCC(n2nccc2NC(=O)C2CCCC2)CC1 | -11% | -7% | 4% | -11% | 21% | 4% | 0% | -2% | -6
Oc1ccc(/C=N/n2c(-c3ccccc3)n[nH]c2=S)cc1 | 1% | -20% | -5% | -9% | -32% | -26% | -7% | -3% | -4
COc1ccc(CNC(=O)c2sc3nc4n(c(=O)c3c2C)CCCCC4)cc1 | 23% | -12% | -8% | 7.1µM* | -38% | 5% | -1% | 0% | -5
COc1ccccc1CNC(=O)c1cc(C)nn1-c1ccccc1 | -2% | -27% | 0% | -6% | 16% | 1% | -8% | -7% | -3
COc1ccc(C(C(=O)NC2CCCC2)N(C(=O)c2csnn2)C2CC2)cc1 (stereo not given) | 7%[57.1 µM] | -18% | 6% | 10%[57.1 µM] | -3% | 1% | 1% | -2% | -2
